# Screening results deposited in PubChem by National Center for Advancing Translational Sciences (NCATS).
# HEK293 tox – cytotoxic compounds in HEK 293 cells; HEK 293 viability, ATP luminescence (CellTiter-Glo), 48-72 h; Potency, µM (top dose mostly 115 µM), for the others: at the highest dose activity change, negative = cytotoxicity, actives largely listed as inhibitors; hit rate 6.6% among 94,000; AID 1345083; further: potency means the concentration at half of the fitted maximal effect; nearly all actives have a fitted effect of over 60% in size
#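 CellTiter-Glo luminescence (cellular ATP) was read after 48 or 72 hr of compound exposure at 37 degree Celsius. Cells were HEK 293 plated at 250 cells/well.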
# HEK293 viab – cell viability loss counter-screen | HEK-293-SNCA-luc viability, GF-AFC fluorescence, 24 h | Potency, µM (titrated, usually from 57.1 µM), inactives show at the top dose activity change, negative = cytotoxicity, actives largely listed as cytotoxic | hit rate 0.12% among 150,000;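 further: potency means the concentration at half of the fitted maximal effect; 0% = DMSO-treated cells and -100% = medium-only wells without cells; nearly all actives have a fitted effect of over 30% in size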
#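 HEK-293-SNCA-luc cells (1500/well) plated 24 h, then exposed 24 h to a dilution series; GF-AFC added 30 min at 37C, fluorescence 405/540 nm; normalised to medium-only and DMSO wells, Hill fit.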
# IP6K1 inhibitor – inhibitors of human IP6K1 | hit rate 0.81% among 140,000 | Q92551 | activity change, % (series mostly up to about 58 µM) | IP6K1 kinase, ADP-Glo luminescence, 2 h; active compounds read low; in the data active means activity change below about -25%
# Target sequence (Q92551 whole entry, looked up): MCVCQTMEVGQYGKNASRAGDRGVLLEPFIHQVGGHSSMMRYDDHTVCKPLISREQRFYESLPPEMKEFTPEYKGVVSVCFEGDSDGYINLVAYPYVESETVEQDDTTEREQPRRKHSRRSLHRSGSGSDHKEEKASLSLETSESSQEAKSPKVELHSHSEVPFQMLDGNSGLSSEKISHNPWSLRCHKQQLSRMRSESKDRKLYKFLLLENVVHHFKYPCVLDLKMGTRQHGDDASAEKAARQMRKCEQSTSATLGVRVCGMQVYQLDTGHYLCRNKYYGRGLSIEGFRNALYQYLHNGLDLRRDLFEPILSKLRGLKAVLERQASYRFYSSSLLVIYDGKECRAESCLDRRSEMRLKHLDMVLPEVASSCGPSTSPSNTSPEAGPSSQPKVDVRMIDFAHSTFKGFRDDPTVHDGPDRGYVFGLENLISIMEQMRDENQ
#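 ADP-Glo luminescence measures ADP made by human IP6K1 during a 2 h RT reaction with ATP/IP6 (mix at 1.3 mM/130 uM); top library doses 57.5 and 19.1 uM final.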
# NIH3T3 tox – kills NIH 3T3 cells; Potency, µM (titrated, usually from 96.7 µM), inactives show at the top dose activity change, negative = cytotoxicity, actives largely listed as inhibitors; NIH 3T3 viability, CellTiter-Glo ATP luminescence, 48-72 h; hit rate 4.3% among 94,000; further: potency means the concentration at half of the fitted maximal effect; nearly all actives have a fitted effect of over 55% in size
#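 Viability of NIH 3T3 cells after 48 or 72 hr compound treatment at 37 °C was assessed by CellTiter-Glo, with luminescence imaged following a 10 min room-temperature step.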
# GPT2 inh – inhibitors of human GPT2 alanine aminotransferase. Q8TD30. Recombinant GPT2, coupled pyruvate oxidase/HRP Amplex Red fluorescence. Potency, µM (titrated, usually from 57.7 µM), inactives show at the top dose activity change, negative = inhibition, most hits filed as inhibitors. hit rate 0.25% among 100,000. AID 1671188; further: potency means the concentration at half of the fitted maximal effect; nearly all actives have a fitted effect of over 60% in size; many of its hits are not listed in these tables
# Target sequence (Q8TD30 whole entry, looked up): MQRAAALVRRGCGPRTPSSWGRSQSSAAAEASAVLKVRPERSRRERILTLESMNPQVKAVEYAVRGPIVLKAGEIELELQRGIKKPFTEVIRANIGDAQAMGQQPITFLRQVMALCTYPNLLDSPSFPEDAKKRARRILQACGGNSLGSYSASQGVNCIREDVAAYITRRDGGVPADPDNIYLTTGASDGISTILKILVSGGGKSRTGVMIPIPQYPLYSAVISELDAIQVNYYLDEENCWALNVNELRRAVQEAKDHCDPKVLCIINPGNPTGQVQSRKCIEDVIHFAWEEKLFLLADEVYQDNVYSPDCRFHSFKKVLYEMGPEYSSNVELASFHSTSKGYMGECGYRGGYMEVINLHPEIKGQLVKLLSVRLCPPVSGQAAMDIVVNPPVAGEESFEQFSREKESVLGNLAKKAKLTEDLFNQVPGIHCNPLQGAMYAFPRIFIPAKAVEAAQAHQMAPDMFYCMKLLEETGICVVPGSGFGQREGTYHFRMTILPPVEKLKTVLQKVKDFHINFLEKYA
#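 Fluorescence of coupled pyruvate oxidase/HRP/Amplex Red system (50uM Amplex, 30 min, dark) reports pyruvate formed by GPT2. Enzyme reaction: 10ng/uL GPT2, 2mM L-alanine, 250uM a-KG, 30 min room temperature, pH 7.5; 50uM AOA control.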
# SNCA expr inh – inhibitors of alpha-synuclein (SNCA) gene expression | hit rate 0.17% among 140,000 | AID 1671194 | Potency, µM (series often up to 57.2 µM), for the others: at the highest dose activity change, negative = inhibition, usual class: inhibitors | HEK-293 SNCA-luciferase knock-in, luminescence, 24 h;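 further: potency means the concentration at half of the fitted maximal effect; plate controls were DMSO cells for no effect and cell-free wells for full effect; nearly all actives have a fitted effect of over 45% in size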
# FLuc inh – blocks purified firefly luciferase enzyme activity. hit rate 2.5% among 76,000. P08659. purified P. pyralis luciferase, luminescence, biochemical. Potency, µM (highest dose often 115 µM), without a hit: top-dose activity change, negative = inhibition, usual class: inhibitors; further: potency means the concentration at half of the fitted maximal effect; nearly all actives have a fitted effect of over 65% in size
#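 Inhibitors were tested against purified firefly luciferase in a biochemical, low-substrate format (both substrates at 10uM) and luminescence measured with a CCD imager.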
# * hit, by the source's call; i = inactive; ? = inconclusive; nt = no result given; [ ] = another dose, or the depositor's remark. Unless noted, the call rests on the fitted dose curve; in most records, active means well fitted curve in the direction sought with a large enough effect; inconclusive means small, poorly fitted or top-dose-only effect, or another doubt; inactive means no such curve, though single readings can be large; an effect the other way counts as inactive or inconclusive. Unless noted, on the % scale 0 is the no-effect control and ±100 the full control effect. An excerpt, so the mix of outcomes need not match the whole.
SMILES,HEK293 tox,HEK293 viab,IP6K1 inhibitor,NIH3T3 tox,GPT2 inh,SNCA expr inh,FLuc inh
O=C(C1CCCCC1)N1CCC(OC2CCN(Cc3cccnc3)CC2)CC1,-4.3%,-25.9%,-7.6,?,i,0.8%,-5.6%
COC1CN(c2cccc(F)c2)C12CCN(C(=O)c1ccco1)CC2 (stereo unspecified),i,9.4%,-0.1,-6.5%,-13.9%,18.7%,-1.4%
COCC(=O)NCc1cc2n(n1)CCCN(Cc1cnn(C)c1C)C2,i,?,-12.7,1.7%,-7.6%[11.5 µM],4.3%,4.2%
COc1ccc(S(=O)(=O)NCc2nc3nc(C)cc(C)n3n2)cc1OC,nt,4.1%,7.0,nt,nt,4.4%,nt
O=C(c1ccc(Cl)cc1)N1CCCCC1CCN1CCOCC1 (stereo unspecified),nt,1.8%,-13.6,nt,nt,-4.2%,nt
Cc1nc2c(c(-c3ccc(O)cc3)n1)CN(Cc1cccn1C)CCC2,-25.5%,15.1%,6.5,?,?,-7.0%,-3.3%
CCC(=O)N1CCc2cc(S(=O)(=O)CCC(=O)N3CCN(c4cccc(C)c4C)CC3)ccc21,nt,5.2%,0.0,nt,nt,-22.1%,nt
CC(C)CC(=O)N1CCN(C(=O)N2CC3CC(C2)[C@H]2CCCC(=O)N2C3)CC1 (stereo partly specified),1.1%,-5.6%,0.8,-9.1%,i,-17.4%,-7.0%
Cc1ccc(NC(=O)N2CCN(c3nnnn3-c3ccccc3)CC2)cc1F,-12.2%,5.7%,2.4,-25.5%,-1.8%,-15.1%,nt
COCCN1CCCCCC(O)c2cc(C(=O)NCCc3nc4ccccc4n3C)ccc21 (stereo unspecified),?,7.0%,6.2,?,i,29.0%,-0.3%
CCC(COC)n1nnc2c(Nc3ccc(OC)cc3C)nc(C)cc21 (stereo unspecified),nt,2.7%,2.3,nt,-2.3%,nt,nt
Cc1ccc(NC(=O)Cn2c(=O)ccc3cc(S(=O)(=O)N4CCCC4)ccc32)cc1N(C)C,nt,12.0%,1.8,nt,nt,-21.6%,nt
COc1ccc(-c2cc(N3CCN(C(=O)c4cc(F)ccc4Cl)CC3)n[nH]2)cc1,?,?,11.2,?,i,?,-9.3%
CCC(C(=O)NCc1nnc2c(-c3nc(C4CC4)no3)cccn12)c1ccccc1 (stereo unspecified),-14.2%,1.2%,2.7,i,3.6%,0.7%,-4.8%
Cc1cc(N2CCC(C)CC2)nc2ccc(NC(=O)CCC(=O)N3CCN(c4ccccc4F)CC3)cc12,nt,-10.1%,41.5,nt,nt,24.7%,nt
COc1ccc(-c2cnc(-c3cccc4c3-c3ccccc3C4=O)o2)cc1,nt,-25.3%[23.9 µM],3.0,nt,i,nt,nt
CC(=O)Nc1ccc(C2(C(=O)NCc3ccc(F)cc3F)CCCCC2)cc1,?,0.9%,8.3,-32.1%,i,-6.1%,-11.1%
Nc1c(C(=O)NCc2cccs2)nnn1CC(=O)Nc1cccc(F)c1,nt,10.6%,35.8,nt,nt,21.3%,nt
CC(=O)Nc1ccc(CN2CCCC3(CC(c4cccnc4)=NO3)C2)cc1 (stereo unspecified),-4.9%,-0.3%,6.3,-4.0%,-10.3%,14.5%,nt
COc1cc(/C=C/CO)ccc1O[C@@H]1O[C@H](CO)[C@@H](O)[C@H](O)[C@H]1O,nt,-7.6%,15.0,nt,i,nt,nt
Cc1nn(CCCC(=O)NCc2ccc(F)cc2)c(=O)c2c1sc1ccccc12,nt,5.1%,9.2,nt,nt,37.4%[activator],nt
O=C(NCc1c[nH]c2ncccc12)c1ccccc1,-9.1%[172 µM],-4.0%[87.6 µM],4.2,?,i,27.0%[87.6 µM],-14.4%[172 µM]
O=C1OCC2=C1C(c1ccccc1)NC(=O)N2CC(=O)N1CCCCC1 (stereo unspecified),4.0%,-9.2%,1.1,i,i,-1.5%,3.4%
Cc1cc(N2CCC(NCc3nc[nH]c3C)CC2)nc(-c2ccccc2O)n1,?,-14.7%,-6.2,35.5µM*,i,-20.3%,2.9%
CC1=C(c2ccc(C)c(C)c2)S(=O)(=O)N(Cc2ccc(C(=O)Nc3cc(F)ccc3F)cc2)C1=O,nt,6.0%,-19.6,nt,nt,0.1%,nt
SMILES,HEK293 tox,HEK293 viab,IP6K1 inhibitor,NIH3T3 tox,GPT2 inh,SNCA expr inh,FLuc inh
CCc1ccc(C(=O)c2cn(CC(=O)Nc3cc(F)ccc3F)c3nc(C)ccc3c2=O)cc1,nt,5.0%,44.1,nt,nt,24.0%,nt
CCOc1ccc2c(n1)CCN(C(=O)c1ccccn1)C2,3.9%,-2.8%[12.5 µM],-10.0,-1.2%,-9.3%,3.0%,-13.4%
O=C(NCC1CC1)c1nc2sccn2c1-c1ccc(F)cc1,i,-11.1%[87.6 µM],-1.4,-5.6%[138 µM],-1.5%[88.5 µM],-2.4%[87.6 µM],nt
Cc1ccccc1CN1CCc2ncc(C(=O)NCCOc3ccccc3)n2CC1,79.4µM*,-0.1%[87.6 µM],4.9,?,i,2.1%[87.6 µM],-5.6%[172 µM]
COc1ccc(-n2nnnc2C2CCN(S(=O)(=O)c3cccc(Cl)c3C)CC2)cc1,nt,-12.7%,-11.7,nt,nt,-16.0%,nt
CC(C)NC(=O)C1CCN(Cc2ccccc2-c2cccnc2)CC1,-11.5%,6.5%,-0.8,-23.3%,-4.7%,8.9%,nt
CC(C)c1noc(-c2cn(C3CCN(C(=O)c4ccc5c(c4)OCO5)CC3)nn2)n1,?,0.5%,3.7,-20.4%,i,-14.5%,16.0%
O=C(CN1CC2CC(C1)[C@H]1CCCC(=O)N1C2)N1CCN(c2ccc(Cl)cc2)CC1 (stereo partly specified),-19.6%,1.2%,12.3,3.4%,i,-1.4%,1.7%
Cc1ccccc1C(=O)N1CCCC(C(=O)N2CCC3(CC2)CC(=O)Nc2ccccc2O3)C1 (stereo unspecified),?,-0.2%,-1.9,-24.6%,-17.6%,2.1%,nt
CCc1ccc(S(=O)(=O)c2cn(Cc3ccccc3)c3cc(N4CCCC4)c(F)cc3c2=O)cc1,nt,-3.5%,3.3,nt,nt,7.0%,nt
Cc1cc(C)n(CCC(=O)N[C@@H]2CCOC[C@H]2OCC2CCC2)c(=O)n1,1.4%,6.3%,27.0,-20.8%,2.6%,-25.8%,-10.5%
CC(=O)CCC(=O)O,nt,-23.1%[23.9 µM],-3.3,nt,i,-59.3%[25.6 µM],nt
COc1cc(OC)cc(N2C(=O)[C@@H]3C[C@@H](NC(=O)c4cccs4)CCN3C2=O)c1,-17.8%[172 µM],3.7%[87.6 µM],-3.6,-23.1%[174 µM],?,-19.0%[87.6 µM],-1.1%[172 µM]
CN1CCCN(C(=O)CN2CCCc3nc(C4CC4)ncc3C2=O)CC1,i,-1.1%,4.0,-10.9%,i,15.4%,6.0%
O=C(CCc1ccc(=O)[nH]n1)N[C@@H]1COCC[C@H]1Oc1ccccn1,-2.9%,4.6%,3.4,-14.8%,-10.3%,-14.0%,0.0%
O=C(NC1CCN(C(=O)c2ccc(-c3cccs3)cc2)CC1)c1ccc(Cl)nc1,?,-4.2%[12.5 µM],8.1,?,-3.4%,7.2%,nt
O=C(NC1CC1)c1ccc2nnc(Cc3ccc(Cl)cc3)n2c1,?,-9.7%,-12.9,?,i,-19.8%,nt
COc1cc(CNCCSc2nnnn2C)ccc1OCc1ccccc1C,nt,?,-7.7,nt,nt,64.3%[activator],nt
CC(C)N1Cc2cc(C(=O)NC3CCN(Cc4ccccc4)CC3)sc2C1,?,5.1%,11.1,?,?,-15.5%,0.1%
N[C@@H]1CC[C@H](C(=O)N2CCC(Oc3cccc(C(F)(F)F)c3)CC2)C1,44.7µM*,-1.8%,23.0,?,-1.4%,8.8%,9.4%
CCOc1ccccc1CNC(=O)CCCn1c(=O)c2cccn2c2cccnc21,nt,7.7%,18.7,nt,nt,24.2%,nt
CN(C)Cc1cn2c(=O)n(C)cc(-c3ccccc3Oc3ccccc3)c2n1,?,-0.3%[87.6 µM],-10.2,?,-15.3%[88.5 µM],21.7%[87.6 µM],5.8%[172 µM]
O=C(c1nccc2ccccc12)N1C[C@@H](CO)[C@H](c2ccccn2)C1,i,0.9%,7.2,-2.5%,i,-15.7%,-4.9%

# Ordered by molecular weight (smallest number first): part of the list above
SMILES,HEK293 tox,HEK293 viab,IP6K1 inhibitor,NIH3T3 tox,GPT2 inh,SNCA expr inh,FLuc inh
CC(=O)CCC(=O)O,nt,-23.1%[23.9 µM],-3.3,nt,i,-59.3%[25.6 µM],nt
O=C(NCC1CC1)c1nc2sccn2c1-c1ccc(F)cc1,i,-11.1%[87.6 µM],-1.4,-5.6%[138 µM],-1.5%[88.5 µM],-2.4%[87.6 µM],nt
O=C(NC1CC1)c1ccc2nnc(Cc3ccc(Cl)cc3)n2c1,?,-9.7%,-12.9,?,i,-19.8%,nt
CC(C)NC(=O)C1CCN(Cc2ccccc2-c2cccnc2)CC1,-11.5%,6.5%,-0.8,-23.3%,-4.7%,8.9%,nt
N[C@@H]1CC[C@H](C(=O)N2CCC(Oc3cccc(C(F)(F)F)c3)CC2)C1,44.7µM*,-1.8%,23.0,?,-1.4%,8.8%,9.4%
CN1CCCN(C(=O)CN2CCCc3nc(C4CC4)ncc3C2=O)CC1,i,-1.1%,4.0,-10.9%,i,15.4%,6.0%
COc1cc(CNCCSc2nnnn2C)ccc1OCc1ccccc1C,nt,?,-7.7,nt,nt,64.3%[activator],nt
CCOc1ccccc1CNC(=O)CCCn1c(=O)c2cccn2c2cccnc21,nt,7.7%,18.7,nt,nt,24.2%,nt
Cc1ccccc1CN1CCc2ncc(C(=O)NCCOc3ccccc3)n2CC1,79.4µM*,-0.1%[87.6 µM],4.9,?,i,2.1%[87.6 µM],-5.6%[172 µM]
COc1cc(OC)cc(N2C(=O)[C@@H]3C[C@@H](NC(=O)c4cccs4)CCN3C2=O)c1,-17.8%[172 µM],3.7%[87.6 µM],-3.6,-23.1%[174 µM],?,-19.0%[87.6 µM],-1.1%[172 µM]
O=C(NC1CCN(C(=O)c2ccc(-c3cccs3)cc2)CC1)c1ccc(Cl)nc1,?,-4.2%[12.5 µM],8.1,?,-3.4%,7.2%,nt
O=C(CN1CC2CC(C1)[C@H]1CCCC(=O)N1C2)N1CCN(c2ccc(Cl)cc2)CC1 (stereo partly specified),-19.6%,1.2%,12.3,3.4%,i,-1.4%,1.7%
CCc1ccc(S(=O)(=O)c2cn(Cc3ccccc3)c3cc(N4CCCC4)c(F)cc3c2=O)cc1,nt,-3.5%,3.3,nt,nt,7.0%,nt

# 2 neighbouring compounds out of the list so far, quoted:
SMILES,HEK293 tox,HEK293 viab,IP6K1 inhibitor,NIH3T3 tox,GPT2 inh,SNCA expr inh,FLuc inh
O=C(CN1CC2CC(C1)[C@H]1CCCC(=O)N1C2)N1CCN(c2ccc(Cl)cc2)CC1 (stereo partly specified),-19.6%,1.2%,12.3,3.4%,i,-1.4%,1.7%
Cc1ccccc1C(=O)N1CCCC(C(=O)N2CCC3(CC2)CC(=O)Nc2ccccc2O3)C1 (stereo unspecified),?,-0.2%,-1.9,-24.6%,-17.6%,2.1%,nt
